# M1 ag = human M1 muscarinic receptor agonists, primary screen, Fluo-8 calcium fluorescence, CHO-K1 cells, HTS. CHO-K1 hM1, agonist mode; 0% DMSO, 100% acetylcholine EC100. activation, % at 3 µM. 0.33% of 360,000 active;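 active means activation above the run's mean compound activation plus 3 SD, cut at about 16% in these data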;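 further: peak over basal fluorescence ratio within a 140 s kinetic read after compound addition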
# Target sequence (P11229 whole entry, looked up): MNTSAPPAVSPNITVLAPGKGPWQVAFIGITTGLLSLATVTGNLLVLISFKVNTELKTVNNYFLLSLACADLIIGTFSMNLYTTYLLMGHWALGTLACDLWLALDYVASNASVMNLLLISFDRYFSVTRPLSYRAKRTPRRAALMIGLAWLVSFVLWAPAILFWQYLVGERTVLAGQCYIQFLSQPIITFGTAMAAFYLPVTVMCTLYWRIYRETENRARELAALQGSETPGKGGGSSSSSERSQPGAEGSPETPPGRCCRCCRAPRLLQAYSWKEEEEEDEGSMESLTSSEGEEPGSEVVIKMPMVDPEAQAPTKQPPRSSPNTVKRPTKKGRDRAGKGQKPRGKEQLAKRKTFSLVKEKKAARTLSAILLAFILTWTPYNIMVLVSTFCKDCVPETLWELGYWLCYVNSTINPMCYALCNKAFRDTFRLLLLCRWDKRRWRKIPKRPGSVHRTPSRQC
# CHO parental Ca = ATP-evoked calcium signal inhibitors, parental CHO, primary screen, counter-screen for OX1R antagonist project, cell-based, fluorescence, Fluo-8 calcium dye. inhibition, % at 5.6 µM. 0.63% of 330,000 active. parental CHO-K1, ATP-induced calcium, Fluo-8 fluorescence;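 active means inhibition above that plate's mean sample inhibition plus 3 SD, cut at about 26% in these data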;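 further: 0% = ATP-challenged DMSO wells and 100% = DMSO wells without ATP; some compounds past the cut are filed as inactive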
#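 Material – parental CHO cells · Reagent – ATP stimulus · Compound – single nominal dose of 5.6 µM per compound · Detection – Fluo-8 fluorescence · Read-out basis – percent inhibition of calcium signal · Controls – ATP-challenged DMSO wells low, unchallenged DMSO wells high · Repeats – no replicates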
# TAAR1 antagonist = human TAAR1 antagonists, primary screen, Fluo-8 calcium fluorescence, CHO RD-HGA16 cells. Trace amine-associated receptor 1 (Homo sapiens), Q96RJ0. antagonist. inhibition, % at 3 µM. 1.5% of 360,000 active;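 active means inhibition above a per-plate cutoff, the mean inhibition of test compounds on that plate plus 3 SD, cut at about 49% in these data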;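 further: 0% = DMSO plus EC80 beta-PEA response and 100% = DMSO alone without agonist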
# Target sequence (Q96RJ0 whole entry, looked up): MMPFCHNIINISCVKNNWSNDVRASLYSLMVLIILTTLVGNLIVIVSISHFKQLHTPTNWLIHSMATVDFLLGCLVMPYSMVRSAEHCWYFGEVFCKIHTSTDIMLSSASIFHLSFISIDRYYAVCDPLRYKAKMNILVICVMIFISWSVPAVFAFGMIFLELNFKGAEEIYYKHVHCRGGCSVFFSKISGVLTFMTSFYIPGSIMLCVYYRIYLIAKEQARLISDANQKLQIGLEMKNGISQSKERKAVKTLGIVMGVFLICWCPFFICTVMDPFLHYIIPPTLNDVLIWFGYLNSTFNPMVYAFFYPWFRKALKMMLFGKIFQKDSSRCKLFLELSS
#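 test system = CHO RD-HGA16 cells bearing hTAAR1 | replication = singlicate | controls = DMSO-only wells and EC80 β-PEA-stimulated wells | reagent = EC80 β-phenethylamine stimulus | read-out basis = percent inhibition of PEA-evoked calcium signal, max/basal emission ratio | schedule = seeding 17-24 h prior, 75-min 37 °C, 30-min RT dye loading | signal = kinetic Fluo-8 calcium fluorescence measurement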
# M1 antag = human M1 muscarinic receptor antagonists, primary screen, CHO-K1 cells, Fluo-8 calcium fluorescence, 1536-well. Muscarinic acetylcholine receptor M1 (Homo sapiens), P11229. CHO-K1 hM1, ACh EC80 antagonist. inhibition, % at 3 µM. 1.3% of 360,000 active;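 active means percent inhibition above its own plate's cutoff, namely the mean of that plate's compound wells plus 3 SD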;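 further: peak over basal fluorescence ratio during 140 s after agonist addition; 0% = ACh EC80 plus DMSO and 100% = DMSO alone without agonist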
# CHRM1 PAM = human M1 muscarinic receptor positive allosteric modulators, primary screen, CHO-K1 cells, Fluo-8 calcium fluorescence, 1536-well. AID 588819, 2011. activation, % at 3 µM. CHO-K1 hM1, ACh EC20; 0% = ACh EC20, 100% = maximal ACh. 0.088% of 360,000 active; in the data active means activation above about 19%, passing the limit was not always enough
# CHO-K1 Ca PAM = nonselective calcium activators in parental CHO-K1 cells, primary screen, counter-screen for M1 PAM project, cell-based, Fluo-8 calcium fluorescence, full deck, 1536-well | 0.02% of 360,000 active | ATP EC20; 0% at ATP EC20, 100% at ATP max | activation, % at 3 µM;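 active means activation above the run cutoff, the mean activation of all test compounds plus 3 SD, cut at about 40% in these data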;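 further: peak over basal fluorescence ratio in a 140 s read after ATP addition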
# TAAR1 agonist = human TAAR1 agonists, primary screen, Fluo-8 calcium fluorescence, CHO RD-HGA16 cells; activation, % at 3 µM; 0.99% of 360,000 active; vehicle wells 0%, saturating PEA agonist 100%; Trace amine-associated receptor 1 (Homo sapiens), Q96RJ0;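 active means activation above the mean activation of all test compounds in the run plus 3 SD, cut at about 38% in these data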
#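 Signal – calcium-sensitive Fluo-8 signal, excitation 470-495, emission 515-575 nm · System – RD-HGA16 (CHO) cells co-expressing Gα16 and hTAAR1 · Incubation – 17-24 h seeding, 75 min 37 °C dye, 30 min RT · Compound dosing – 3 µM single concentration · Repeats – no replicates (n 1)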
# CHO-K1 Ca antag = counter-screen for M1 antagonists: effect in parental CHO-K1 cells. ATP-induced calcium, Fluo-8 fluorescence. inhibition, % at 3 µM. 0.6% of 360,000 active;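 active means inhibition above a per-plate cutoff, the plate's mean sample inhibition plus 3 SD, cut at about 24% in these data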;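 further: 0% = DMSO plus EC80 ATP and 100% = DMSO alone without ATP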
# M1 ag parental = counter-screen for M1 agonists: effect in parental CHO-K1 cells; Fluo-8 calcium fluorescence; scaled to maximal ATP response, vehicle zero; activation, % at 3 µM; 0.48% of 360,000 active; AID 602248, 2012; in the data active means activation above about 15%;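 further: untransfected CHO-K1 host cells lacking M1 receptor as counterscreen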
# An asterisk follows results filed as active; x = no result given.
molecule	M1 ag	CHO parental Ca	TAAR1 antagonist	M1 antag	CHRM1 PAM	CHO-K1 Ca PAM	TAAR1 agonist	CHO-K1 Ca antag	M1 ag parental
O=C(NC1=NCCS1)c1ccc(Cl)c(Cl)c1	11	-4	-11	-3	5	-24	3	19	0.6
CCn1c(SCC(=O)c2cc(C)n(C)c2C)nnc1-c1ccccc1	-4	-13	0	-8	7	5	0	-7	0.9
N#CCSc1nnc(-c2ccccc2O)n1Cc1ccccc1	-9	-12	0	9	-4	29	15	-4	3.5
COc1cccc(C(C(=O)NC2CCCC2)N(C(=O)c2ccco2)c2ccccc2F)c1OC (stereo not given)	-2	-10	-6	-6	6	8	-1	-10	1.3
CCC(=O)N(CCCN(C)C)c1nc(-c2cc(OC)ccc2OC)cs1	1	-15	-2	-9	12	17	4	-7	0.5
Cc1cc(Cl)ccc1OCC(=O)NNC(=O)c1ccco1	-1	2	-17	-21	16	10	13	-2	0.5
COc1ccc(-c2cc(NC(C)=O)c3ncc(-c4cc(OC)c(OC)c(OC)c4)n3c2)cn1	-4	x	-14	-10	-1	2	6	0	1.3
COc1ccc(Cc2nc3ccc(C(=O)NCCc4cccc(C)n4)cc3o2)cc1	1	-20	-14	-4	7	-9	4	-6	6.2
O=C(C(=O)N1CCCCCC1)c1c[nH]c2ccccc12	1	x	-10	-16	13	0	3	0	0.7
CCn1c2ccc(C)cc2c2n[nH]c(=S)nc21	3	4	-27	-10	10	-10	2	18	-0.1
Cc1cccc(-n2c(C)nc3cc(C(=O)NCc4ccc5c(c4)OCO5)ccc32)c1	-11	-4	-13	-7	-1	5	7	1	0.1
COC(=O)c1ccccc1NC(=O)CCNC(=O)Cn1cnc2ccccc2c1=O	-4	-3	-12	-1	4	16	3	-17	0.6
CCN(C(=O)CN1CCOCC1)c1c(N)n(Cc2ccccc2)c(=O)[nH]c1=O	-3	1	6	4	1	12	7	-4	0.7
Nc1ccc(Br)cc1C(NCC(=O)O)c1ccccc1 (stereo not given)	-8	3	2	-7	15	18	7	-7	0.8
O=C(NCc1cccc(C(F)(F)F)c1)c1ccc2sc([C@@H]3O[C@H](CO)[C@H](O)[C@H](O)[C@H]3O)nc2c1	-1	x	0	-20	5	27	1	-23	0.2
CC(C)N1CCC(N2CCN(Cc3cc4c(cc3Cl)OCO4)CC2CCO)CC1 (stereo not given)	-14	7	14	-9	-2	19	7	-11	1.0
CC(=O)c1c(C)[nH]c(C(=O)Nc2cc(S(=O)(=O)N3CCCCC3)ccc2C)c1C	-2	-16	5	-4	1	-3	10	-16	1.8
C[C@@H]1CCCCO[C@@H](CN(C)C(=O)Nc2ccc3c(c2)OCO3)[C@@H](C)CN([C@H](C)CO)C(=O)c2cc(N(C)C)ccc2O1	-7	x	-19	-11	2	12	0	-9	0.0
CN(Cc1ccco1)S(=O)(=O)c1cc(F)ccc1CN1C(=O)c2cccnc2C1=O	-1	-21	-12	0	2	19	6	-13	2.8
O=C(CCNC(=O)c1ccccc1)NCC1CCCCC1	-5	-2	-6	-3	8	2	3	-16	0.0
C[C@@H]1CN([C@H](C)CO)C(=O)c2cc(NC(=O)C3CCCCC3)ccc2O[C@@H]1CN(C)Cc1ccncc1	-7	-3	-14	3	0	-7	9	-13	0.0
CCc1ccccc1NC(=O)Nc1c(C)n(C)n(-c2ccccc2)c1=O	-4	13	-20	3	-1	2	0	2	0.5
COc1ccc(C(=O)Nc2ccccc2C(=O)Nc2ccc(C(=O)O)cc2)cc1	-1	-11	14	-9	5	7	0	-4	0.0
O=C(NC(Cc1ccccc1)C(=O)O)c1ccc(S(=O)(=O)N2CCCC2)cc1 (stereo not given)	-3	-5	10	-2	2	13	6	-7	0.0
O=C(O)c1ccc(S(=O)(=O)N2CCC(NC(=O)C3CCCCC3)CC2)cc1	0	3	-16	-3	7	7	2	-4	5.4
CC(C)CN1C(=O)c2ccc(NC(=O)c3ccccc3F)cc2C1=O	-2	-2	27	-4	4	14	8	-6	0.8
NS(=O)(=O)c1ccc(NC(=O)c2cc(Cl)sc2Cl)cc1	1	15	1	-17	15	-10	1	8	1.1
CCOc1ccc(S(=O)(=O)n2cc(F)c(=O)[nH]c2=O)cc1	-2	-4	-9	28	-21	-10	10	24*	4.8
CSc1ncc(C(=O)Nc2cccc(S(N)(=O)=O)c2)n1-c1ccccc1	-2	-7	7	-1	2	-5	-2	-5	0.1
COC(=O)c1ccc(CS(=O)(=O)c2ccc(F)cc2)o1	-2	-5	8	-11	11	5	0	2	0.1

# Quoted at random: three entries already listed.
molecule	M1 ag	CHO parental Ca	TAAR1 antagonist	M1 antag	CHRM1 PAM	CHO-K1 Ca PAM	TAAR1 agonist	CHO-K1 Ca antag	M1 ag parental
O=C(NC1=NCCS1)c1ccc(Cl)c(Cl)c1	11	-4	-11	-3	5	-24	3	19	0.6
CCN(C(=O)CN1CCOCC1)c1c(N)n(Cc2ccccc2)c(=O)[nH]c1=O	-3	1	6	4	1	12	7	-4	0.7
CSc1ncc(C(=O)Nc2cccc(S(N)(=O)=O)c2)n1-c1ccccc1	-2	-7	7	-1	2	-5	-2	-5	0.1

# Continued.
molecule	M1 ag	CHO parental Ca	TAAR1 antagonist	M1 antag	CHRM1 PAM	CHO-K1 Ca PAM	TAAR1 agonist	CHO-K1 Ca antag	M1 ag parental
CCN1C(=O)CC(N2CCN(C(c3ccccc3)c3ccccc3)CC2)C1=O (stereo not given)	-6	-12	-3	14	-10	-2	-1	6	0.5
O=C(Nc1cnc2ccccc2c1)C1COc2ccccc2O1 (stereo not given)	0	-7	21	-8	3	-1	13	4	0.9
CN(N=Cc1ccccc1)C(=S)Nc1ccccc1	-6	x	-14	2	1	15	3	-3	0.2
CC(CC(F)(F)F)N1CCC(n2nccc2NC(=O)CCCc2ccccc2)CC1 (stereo not given)	-3	-11	0	-16	12	10	0	-12	3.0
Cc1c(C)c2ccc(OCC(=O)N3CCN(C(=O)C4COc5ccccc5O4)CC3)cc2oc1=O (stereo not given)	-3	-8	24	-8	6	-1	7	-7	4.0
CC(=O)NC(C)(C)C1CC=C(C)/C(=N\O)C1 (stereo not given)	-1	1	-9	1	0	7	3	4	-0.4
Cc1ccc(S(=O)(=O)NCC23C=CC(O2)C2C(=O)N(c4ccccc4)C(=O)C23)cc1 (stereo not given)	-3	-15	10	-8	4	12	7	-1	0.6
C=CCn1c(-c2cccn(Cc3ccccc3)c2=O)n[nH]c1=S	-4	-7	2	14	-6	-4	1	4	0.5
OC(COc1ccccc1)CN1CCCCCC1 (stereo not given)	-12	1	2	-3	4	-3	3	7	-0.5
CCc1cc(=O)oc2cc(OCC(=O)NCC3CCC(C(=O)O)CC3)ccc12 (stereo not given)	5	-2	14	-15	8	14	1	-3	-0.4
CC(Nc1ccc2ccccc2c1)C(=O)N/N=C/c1ccncc1 (stereo not given)	-2	-14	11	-4	5	7	3	-14	0.8
C[C@@H]1CN([C@H](C)CO)C(=O)CCCn2cc(nn2)CO[C@H]1CN(C)C(=O)Nc1ccccc1	2	x	-17	-4	8	-6	2	-2	0.9
CCOC(=O)c1ccc(NC(=O)CSc2nnc(COc3ccccc3)n2C)cc1	-5	-23	6	-21	3	16	0	-5	0.4
COc1cccc(Nc2nc3ccc(C(=O)c4ccccc4)cc3n3cnnc23)c1	0	-11	-16	-3	6	17	0	3	7.7
Cc1ccsc1C(=O)N/N=C/C=C/c1ccccc1[N+](=O)[O-]	-1	-17	-11	-15	7	13	6	-10	1.2
Cc1ccc(CNC(=O)N2CCN(S(=O)(=O)c3ccccc3)CC2)cc1	-5	-6	-12	-9	6	21	7	-6	0.5
COC(=O)c1ccc(Oc2nc3c(c(=O)n(C)c(=O)n3C)n2CCC(C)C)cc1	-1	-11	-1	-24	2	9	-2	-4	0.0
CSc1cccc(NC(=O)c2c(Cl)cnn2C)c1	-10	-13	-2	-9	8	-7	1	-9	-0.5
O=c1c2ccccc2ncn1Cc1ccc(Cl)cc1	-4	-12	x	23	-7	-1	x	5	5.1
CCOC(=O)Nc1ccc2c(c1)N(C(=O)CNC)c1ccccc1CC2	-9	-26	-18	0	-3	3	5	-14	1.0
COC(=O)c1sc2nc(CSc3ccc(Br)cc3)[nH]c(=O)c2c1C	-4	-19	-65	-11	7	24	0	-19	1.0
C=CCN(c1ccccc1)S(=O)(=O)c1cccc(C(=O)NCC(c2cccs2)N2CCOCC2)c1 (stereo not given)	-6	-34	-13	11	-5	-1	0	1	0.0
CCN1CCc2c(OCC(=O)Nc3cccc(C)c3)cccc2C1=O	-3	8	6	5	0	2	8	-11	5.4
Cc1ccc2nc(-c3ccccc3)cc(C(=O)NNC(=O)c3csc(N4CCOCC4)n3)c2c1	2	-14	57*	25	-9	8	17	5	5.9
CC1=NN(c2ccccc2)C(=O)C1C(=S)SC1CC(=O)NC1=O (stereo not given)	-1	x	-4	-8	2	9	3	-9	0.2
CO/N=C/c1ccc(N2CCCC2)c([N+](=O)[O-])c1	-7	-5	-4	-16	9	16	3	-19	1.4
COc1ccc(C(=O)Nc2nc3ccc(OC)cc3s2)cc1	-3	x	7	-9	6	-2	2	2	1.7
Cn1c(N2CCCCC2)cc(=O)n(C)c1=O	-3	10	-5	-20	7	-4	5	13	-0.3
CCS(=O)(=O)N1CCC(NC(=O)C2CCCCC2)CC1	1	0	5	-2	3	-7	6	10	0.0
O=C(Nc1ccccc1)c1ccccc1OCC(O)CN1C(=O)c2ccccc2S1(=O)=O (stereo not given)	-2	-5	65*	50*	-14	3	25	11	4.4
CCSc1nnc(NC(=O)c2csc3c2CCCC3)s1	0	-6	-8	-5	1	-13	1	0	-0.3
COc1ccc(NC(=O)Cn2c(CCC(=O)O)ccc2-c2ccc(C)cc2)cc1	-4	-19	7	-5	6	7	7	-11	0.3
O=C(N/N=C/c1ccc(O)cc1)/C(=C/c1ccc([N+](=O)[O-])cc1)NC(=O)c1ccccc1	-3	3	2	-2	6	13	2	-5	1.4
O=C(/C=C/c1ccc(N2CCCCC2)c([N+](=O)[O-])c1)c1ccc(O)cc1	-4	-20	25	0	6	12	10	5	4.2
